Bioassay records (PubChem)
EZH2 inh – blocks human EZH2/PRC2 H3K27 methylation; Q15910; DELFIA TRF, 1 h; inhibition, % at 12.5 µM; 57,000 tested, 0.35% active; AID 651548;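 active means mean inhibition of replicates at least 50% and every single replicate also reaching 50%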;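 further: dimethyl H3K27 on biotinylated H3 21-44 peptide detected by antibody; plate controls were median neutral control wells for no effect and median positive control wells for full effect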
IDH1 mut inh – IDH1 R132H (human) inhibition; O75874; IDH1 R132H reductase, diaphorase/resazurin fluorescence, 60 min; inhibition, % at 10 µM; 70,000 tested, 0.18% active; AID 624101; in the data active means inhibition above about 34%;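 further: 0% = DMSO and 100% = no enzyme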
Target sequence (O75874 whole entry R132H): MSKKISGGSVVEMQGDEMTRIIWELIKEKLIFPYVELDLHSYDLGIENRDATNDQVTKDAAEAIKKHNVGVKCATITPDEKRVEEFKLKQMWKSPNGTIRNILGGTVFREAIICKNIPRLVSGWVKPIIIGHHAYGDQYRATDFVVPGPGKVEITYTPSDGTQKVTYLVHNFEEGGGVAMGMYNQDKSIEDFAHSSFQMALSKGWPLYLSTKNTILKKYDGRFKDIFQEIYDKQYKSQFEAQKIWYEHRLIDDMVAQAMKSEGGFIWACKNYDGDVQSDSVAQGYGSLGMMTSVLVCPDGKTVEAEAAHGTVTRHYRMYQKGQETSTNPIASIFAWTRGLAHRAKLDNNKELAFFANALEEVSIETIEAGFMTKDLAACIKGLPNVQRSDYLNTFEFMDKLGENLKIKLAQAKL
The depositor's hits bear a star; nt = no result given; & = joins results of further samples. A portion of the library; the hit share may differ from the screen's.

item | Molecule | EZH2 inh | IDH1 mut inh
1 | CC(=O)Nc1ccc2c(c1)nc1n2CCN(Cc2ccco2)C1 | nt | 1.1
2 | O=C(C[C@@H]1C[C@H]2c3cc(NC(=O)NC4CCCCC4)ccc3O[C@H]2[C@@H](CO)O1)NCC1CC1 | 5.6 | 0.1
3 | Cc1noc(C)c1S(=O)(=O)Nc1ccc2c(c1)C(=O)N([C@H](C)CO)C[C@H](C)[C@@H](CN(C)C(=O)c1ccccc1)OCCCC[C@@H](C)O2 | nt | -1.0
4 | C[C@H]1CN([C@@H](C)CO)C(=O)c2cc(NC(=O)Nc3ccccc3)ccc2O[C@H]1CN(C)S(=O)(=O)c1cn(C)cn1 | nt | 1.7
5 | COc1ccc(S(=O)(=O)N(C)C[C@H]2Oc3ccc(NS(=O)(=O)c4ccc(Cl)cc4)cc3C(=O)N([C@H](C)CO)C[C@@H]2C)cc1 | nt | 1.6
6 | COc1ccccc1-c1cn(CC[C@@H]2CC[C@H](NC(=O)C3CCCCC3)[C@H](CO)O2)nn1 | 24.0 | 0.3
7 | C[C@@H]1CN([C@H](C)CO)C(=O)c2cc(NC(=O)C3CC3)ccc2O[C@H]1CN(C)Cc1ccc(C(=O)O)cc1 | -6.1 | 0.8
8 | Cc1noc(C)c1NC(=O)N(C)C[C@H]1OCc2cnnn2CCCC(=O)N([C@H](C)CO)C[C@@H]1C | 1.1 | 1.4
9 | Cc1ccccc1CN(C)C[C@H]1OCc2cn(nn2)CCCC(=O)N([C@H](C)CO)C[C@H]1C | 11.8 | 1.9
10 | CCNC(=O)C[C@H]1C=C[C@H](NC(=O)C2CC2)[C@@H](CO)O1 | 13.5 | 0.4
11 | C[C@H](NC(=O)C[C@H]1C=C[C@@H](NC(=O)C2CCC2)[C@@H](CO)O1)c1ccccc1 | 5.1 | -0.1
12 | Cc1ccc(NC(=O)COc2ccc(C(C)(C)C)cc2Br)c([N+](=O)[O-])c1 | 22.2 | -0.5
13 | C/C=C(/C(=C/C)c1ccc(O)cc1)c1ccc(O)cc1 | nt | 5.3
14 | C[C@H](CO)N1C[C@H](C)[C@H](CN(C)C(=O)Nc2ccc(F)cc2)Oc2c(NC(=O)Nc3ccc(C(F)(F)F)cc3)cccc2C1=O | nt | -2.1
15 | Cc1noc(C)c1S(=O)(=O)N(C)C[C@@H]1Oc2ccc(N(C)C)cc2CC(=O)N([C@@H](C)CO)C[C@H]1C | -1.8 | 1.7
16 | CSc1nc(SCC(=O)N(c2ccccc2)c2ccccc2)c2c3c(sc2n1)CCC3 | -3.5 | 0.5
17 | C[C@@H]1CN([C@H](C)CO)C(=O)c2cc(NC(=O)Cc3cn(C)c4ccccc34)ccc2O[C@H]1CN(C)Cc1ccc(-c2ccccc2)cc1 | nt | -9.8
18 | CC(C)NC(=O)N(C)C[C@@H]1OCCCC[C@H](C)Oc2ccc(NS(=O)(=O)c3cccs3)cc2C(=O)N([C@H](C)CO)C[C@@H]1C | nt | -3.6
19 | C=C1C(=O)O[C@H]2C1CCC(C)=C1C(=O)C=C(C)[C@@]12O (stereo not given in full) | nt | -0.3
20 | CC(Oc1cccc(NC(=O)c2ccc([N+](=O)[O-])cc2)c1)C(=O)c1cccc(Cl)c1 (stereo not given) | 18.4 | 0.2
21 | CCC(=O)N(C)C[C@H]1Oc2ncc(C3=CCCC3)cc2C(=O)N([C@@H](C)CO)C[C@H]1C | 8.1 | -2.0
22 | C[C@H](CO)N1C[C@H](C)[C@H](CN(C)C(=O)Cc2cccnc2)Oc2ncc(-c3cccnc3)cc2C1=O | -8.1 | nt
23 | C[C@@H]1CN([C@H](C)CO)S(=O)(=O)c2ccc(C3=CCCC3)cc2O[C@@H]1CN(C)Cc1ccccc1F | nt | 0.2
24 | O=S(CCSc1nc2ccccc2s1)Cc1ccc(Cl)cc1 (stereo not given) | 25.2 | 0.0
25 | CCC(=O)N(C)C[C@H]1Oc2ncc(-c3ccccc3C)cc2C(=O)N([C@H](C)CO)C[C@H]1C | 4.2 | 0.9
26 | C[C@H]1CN([C@@H](C)CO)S(=O)(=O)c2ccc(-c3cncnc3)cc2O[C@H]1CN(C)C(=O)Cc1cccnc1 | nt | 0.1
27 | CC(=O)c1cccc(NC(=S)NCc2ccccn2)c1 | -2.6 | 0.4
28 | C[C@H]1CN([C@@H](C)CO)C(=O)Cc2cc(NC(=O)Nc3ccc(F)cc3)ccc2O[C@H]1CN(C)C(=O)Nc1ccc2c(c1)OCO2 | nt | -7.0
29 | Cc1ccc(O)c(/C=N/NC(=O)CCCCCC(=O)O)c1 | 0.7 | 0.2
30 | COc1ccc(S(=O)(=O)N(C)C[C@@H]2Oc3ccc(NC(=O)C4CC4)cc3C(=O)N([C@@H](C)CO)C[C@H]2C)cc1 | 14.2 | -4.1

Complete entries, quoted from the list:
CC(Oc1cccc(NC(=O)c2ccc([N+](=O)[O-])cc2)c1)C(=O)c1cccc(Cl)c1 (stereo not given) as listed: EZH2 inh = 18.4; IDH1 mut inh = 0.2
C[C@H]1CN([C@@H](C)CO)S(=O)(=O)c2ccc(-c3cncnc3)cc2O[C@H]1CN(C)C(=O)Cc1cccnc1 as listed: EZH2 inh = nt; IDH1 mut inh = 0.1
C[C@H](CO)N1C[C@H](C)[C@H](CN(C)C(=O)Cc2cccnc2)Oc2ncc(-c3cccnc3)cc2C1=O as listed: EZH2 inh = -8.1; IDH1 mut inh = nt

The listing continues.
item | Molecule | EZH2 inh | IDH1 mut inh
31 | C=C(C(=O)O)C1CCC2(C)CCC(=O)C(C)=C2C1 (stereo not given) | nt | 0.4
32 | COC(=O)c1ccccc1NC(=O)CN1CCN(C)CC1 | 1.5 | 0.2
33 | CO[C@@H](C(=O)N(C)C[C@@H]1OCc2ccccc2-c2c(n(C)c3ccccc23)C(=O)N([C@@H](C)CO)C[C@@H]1C)c1ccccc1 | -9.9 | -8.1
34 | C[C@@H]1CCCCO[C@@H](CN(C)CC2CCCCC2)[C@H](C)CN([C@@H](C)CO)C(=O)c2cc(NS(=O)(=O)c3ccc(Cl)cc3)ccc2O1 | nt | 0.6
35 | O=C(C[C@@H]1C[C@H]2c3cc(NC(=O)Nc4ccccc4F)ccc3O[C@H]2[C@H](CO)O1)NCCc1ccccc1 | -5.2 | 0.1
36 | CO[C@H]1CN(C)C(=O)c2cc(NS(C)(=O)=O)ccc2OC[C@@H](C)N(C)C[C@@H]1C | -1.2 | 0.0
37 | C[C@@H]1CN([C@H](C)CO)C(=O)c2cc(NC(=O)Nc3ccccc3)ccc2O[C@@H](C)CCCCO[C@H]1CN(C)S(=O)(=O)c1cccs1 | nt | 2.5
38 | CCc1cccc(CC)c1NC(=O)Cn1cnc2sc(C)c(C)c2c1=O | 3.0 | 0.8
39 | O=S(=O)(N[C@@H]1CCN(Cc2cccc(OCCO)c2)C1)c1cccc2cccnc12 | -5.7 | nt
40 | COc1ccc(/C=N/NC(=O)c2ccccc2O)cc1Br | -7.7 | -0.1
41 | C[C@@H]1CN([C@@H](C)CO)C(=O)c2c(c3ccccc3n2C)-c2ccccc2CO[C@@H]1CN(C)C(=O)Nc1ccc2c(c1)OCO2 | -4.2 | -1.8
42 | C[C@@H]1CCCCO[C@@H](CN(C)S(=O)(=O)c2ccc(F)cc2)[C@@H](C)CN([C@H](C)CO)C(=O)c2cc(NC(=O)c3ccncc3)ccc2O1 | nt | 1.8
43 | O=C(N[C@@H]1CC[C@H](CCNS(=O)(=O)Cc2ccccc2)O[C@H]1CO)c1ccc2c(c1)OCO2 | 5.9 | 0.0
44 | C[C@H]1CN([C@@H](C)CO)C(=O)c2cc(NC(=O)Nc3ccc(F)cc3)ccc2O[C@H]1CN(C)Cc1ccccc1 | -15.1 | 0.0
45 | CC(C)(C)[S@@](=O)N1Cc2cc(C(=O)N3CCc4ccccc4C3)nc(-c3cccc(-c4cncnc4)c3)c2[C@H]1CCO | -4.0 | 0.0

Single entries from above:
Result for entry 36 under IDH1 mut inh: 0.0
Result for entry 35 under EZH2 inh: -5.2
Result for entry 43 under EZH2 inh: 5.9

Returning to the listing, starting 2 compounds before the break.
item | Molecule | EZH2 inh | IDH1 mut inh
44 | C[C@H]1CN([C@@H](C)CO)C(=O)c2cc(NC(=O)Nc3ccc(F)cc3)ccc2O[C@H]1CN(C)Cc1ccccc1 | -15.1 | 0.0
45 | CC(C)(C)[S@@](=O)N1Cc2cc(C(=O)N3CCc4ccccc4C3)nc(-c3cccc(-c4cncnc4)c3)c2[C@H]1CCO | -4.0 | 0.0
46 | Cc1ccc(S(=O)(=O)N[C@@H]2CC[C@@H](CC(=O)NCc3ccncn3)O[C@H]2CO)cc1 | -6.9 | 0.3
47 | C[C@@H]1CCCCO[C@@H](CN(C)S(=O)(=O)c2cn(C)cn2)[C@H](C)CN([C@H](C)CO)C(=O)c2cc(NS(=O)(=O)c3cccs3)ccc2O1 | nt | -11.0
48 | CO[C@@H]1CN(C)C(=O)c2ccc(NS(=O)(=O)c3ccccc3)cc2OC[C@@H](C)N(Cc2cccnc2)C[C@H]1C | 3.5 | 0.0
49 | CC(C)COC(=O)N(C)C[C@@H]1OCc2ccccc2-c2ccccc2C(=O)N([C@H](C)CO)C[C@H]1C | -1.6 | -0.6
50 | Nc1nc(Nc2ccccc2)nc2c1ncn2C1OC(CO)C(O)C1O (stereo not given) | nt | 0.6
51 | COc1ccc(CN(C)C[C@@H]2OCCCC[C@@H](C)Oc3ccc(NC(=O)CCCN(C)C)cc3C(=O)N([C@@H](C)CO)C[C@@H]2C)cc1 | nt | 0.2
52 | C[C@@H]1CN([C@H](C)CO)C(=O)c2cc(C#CCN(C)C)cnc2O[C@@H]1CN(C)S(=O)(=O)c1ccccc1 | nt | -0.1
53 | CC(C)NC(=O)N(C)C[C@@H]1Oc2ccc(NC(=O)CCCN(C)C)cc2C(=O)N([C@@H](C)CO)C[C@@H]1C | nt | 0.3
54 | CC(C)NC(=O)N(C)C[C@H]1Oc2ccc(NC(=O)Cc3cn(C)c4ccccc34)cc2CC(=O)N([C@@H](C)CO)C[C@H]1C | -2.7 | nt
55 | CNC[C@@H]1Oc2c(NC(=O)Nc3ccc(F)cc3)cccc2C(=O)N([C@H](C)CO)C[C@H]1C | nt | 1.0
56 | Cc1ccc(S(=O)(=O)Nc2ccc3c(c2)C(=O)N([C@H](C)CO)C[C@H](C)[C@@H](CN(C)C(=O)Nc2ccc(C(F)(F)F)cc2)OCCCC[C@@H](C)O3)cc1 | nt | 1.2
57 | O=C(C[C@H]1C=C[C@H](NC(=O)c2cccc(F)c2)[C@@H](CO)O1)NCc1ccc(Oc2ccccc2)cc1 | -0.1 | 0.0
58 | C[C@@H]1CN([C@@H](C)CO)C(=O)Cc2cc(NC(=O)Cn3cnnn3)ccc2O[C@H]1CN(C)Cc1ccncc1 | 1.4 | 5.7
59 | C[C@@H]1CN([C@@H](C)CO)C(=O)c2cc(C#Cc3ccccc3)cnc2O[C@@H]1CN(C)C(=O)CCN1CCCCC1 | nt | 6.4
60 | COc1cccc(NC(=O)N(C)C[C@H]2Oc3cc(C#CC4(O)CCCC4)ccc3S(=O)(=O)N([C@@H](C)CO)C[C@H]2C)c1 | -7.6 | nt
61 | Cc1ccc(S(=O)(=O)N(C)C[C@@H]2Oc3ncc(/C=C/c4ccccc4)cc3C(=O)N([C@H](C)CO)C[C@@H]2C)cc1 | nt | -0.6
62 | CC(C)c1cn(CC[C@@H]2CC[C@@H](NC(=O)C3CCC3)[C@@H](CO)O2)nn1 | 3.2 | -0.2
63 | C[C@H](CO)N1C[C@H](C)[C@@H](CN(C)Cc2ccc(Oc3ccccc3)cc2)Oc2ncc(-c3cccnc3)cc2C1=O | nt | -4.3
64 | CCCNC(=O)C[C@H]1C[C@@H]2c3cc(NC(=O)Nc4ccccc4F)ccc3O[C@@H]2[C@H](CO)O1 | 3.8 | -0.1
65 | COC(=O)C[C@H]1C[C@@H]2c3cc(NS(C)(=O)=O)ccc3O[C@@H]2[C@H](CO)O1 | 4.3 | -0.3
66 | COc1ccc(NC(=O)N(C)C[C@H]2Oc3ccc(NS(=O)(=O)c4c(C)noc4C)cc3C(=O)N([C@@H](C)CO)C[C@H]2C)cc1 | nt | -0.3
67 | C[C@@H]1CN([C@H](C)CO)C(=O)c2cc(C3=CCCC3)cnc2O[C@H]1CN(C)C(=O)CN1CCOCC1 | -4.8 | -1.8
68 | C[C@@H]1CN([C@H](C)CO)C(=O)Cc2cc(NC(=O)Nc3ccccc3)ccc2O[C@H]1CN(C)C(=O)Nc1ccc(F)cc1 | nt | -0.9
69 | COc1ccccc1NC(=O)N[C@@H]1CC[C@@H](CC(=O)N2CCC(Cc3ccccc3)CC2)O[C@H]1CO | -2.3 | -0.2
70 | c1cc(CN2CCCCC2)cc(OCCCNc2nc3ccccc3s2)c1 | -1.6 | -0.4
71 | COc1ccc(NC(=O)Nc2cccc3c2O[C@@H](CN(C)C(=O)Nc2c(C)noc2C)[C@@H](C)CN([C@@H](C)CO)C3=O)cc1 | nt | -2.0
72 | CCCC#Cc1ccc2c(c1)O[C@H](CN(C)Cc1cncnc1)[C@@H](C)CN([C@@H](C)CO)S2(=O)=O | -26.3 | 24.3
73 | C[C@H]1CCCCO[C@@H](CN(C)C(=O)c2ccccc2)[C@@H](C)CN([C@@H](C)CO)C(=O)c2cc(NS(=O)(=O)c3cn(C)cn3)ccc2O1 | nt | 0.7
74 | CCCN(C)C[C@H]1Oc2ncc(Br)cc2C(=O)N([C@@H](C)CO)C[C@@H]1C | -3.5&8.3 | 4.2
75 | O=C(CN1C(=O)CNC1=O)Nc1cccc(C(F)(F)F)c1 | -1.0 | -0.1
76 | COCC(=O)N(C)C[C@@H]1Oc2cc(-c3ccccc3)ccc2S(=O)(=O)N([C@@H](C)CO)C[C@@H]1C | nt | 0.1
77 | COc1ccc(NC(=O)N(C)C[C@@H]2OCCCC[C@H](C)Oc3ccc(NS(=O)(=O)c4ccc(F)cc4)cc3C(=O)N([C@@H](C)CO)C[C@@H]2C)cc1 | nt | -1.2
78 | C[C@@H]1CN([C@H](C)CO)C(=O)c2cc(NC(=O)CCC(F)(F)F)ccc2O[C@H]1CN(C)S(=O)(=O)c1ccc(F)cc1 | 13.7 | nt
